Pf Dd2 inh – inhibitors of Plasmodium falciparum Dd2 growth | Potency, µM (highest dose often 28.9 µM), inactives show at the highest dose activity, negative = inhibition, hits mostly inhibitors | hit rate 4.3% among 120,000 | P. falciparum Dd2 growth, SYBR Green, 72 h | AID 1347417; active = well fitted inhibition curve with a large enough effect; inconclusive = small, poorly fitted or top-dose-only effect; inactive = no such curve, though single readings can be large or run the other way;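 also: plate controls were DMSO vehicle for no effect and reference drug for full effect; nearly all actives have a fitted effect of over 65% in size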
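Readout: SYBR Green fluorescence, 485 nm excitation, 535 nm emission, after ~16 h lysis at 37C. Before that, Dd2-infected red cells (2.5% hematocrit) grew 72 h with compound, 29 uM top final concentration.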
An asterisk follows results filed as active; i = inactive; ? = inconclusive; [ ] = remark or other dose. Potency is read from the fitted curve at half-maximal effect. These rows are one share of the data (hit frequency here may not be typical).

| SMILES | Pf Dd2 inh |
| --- | --- |
| COc1ccc(-c2ccc(=O)n(CC(=O)Nc3ccc(OC)c(OC)c3)n2)cc1 | i |
| CCOc1ccc(NC(=O)Cc2c[nH]c3ccccc23)cc1 | -10% |
| Fc1ccc(-c2cc(CC3(NCC4CCCCC4)COC3)no2)cc1 | -12%[44.1 µM] |
| Cc1ccc(Cl)cc1NC(=O)C1CCN(c2nnc(C)c3c(C)n(-c4ccccc4)nc23)CC1 | i |
| COc1ccccc1NC(=O)CCn1cnc2ccccc2c1=O | -13% |
| O=C(O)c1cc(NC2(c3ccccc3)C(=O)c3ccccc3C2=O)ccc1Cl | -1% |
| Cc1ccccc1CCN1CCC(CN(C(=O)c2cnn(C(C)C)c2)C2CCCC2)CC1 | ? |
| COc1cc2c(=O)c(S(=O)(=O)c3ccc(F)cc3)cn(Cc3ccccc3C)c2cc1OC | 11µM* |
| CC(CCc1ccccc1)NC(=O)Cn1cccc1-c1nc(-c2ccc3c(c2)OCO3)no1 (stereo not given) | i |
| Cc1ccccc1Nc1c(-c2ccc(O)cc2)nc2c(C)cccn12 | 11µM* |
| CCOC(=O)c1ccc(NC(=O)Cn2nc3c(cc2=O)CCCCC3)cc1 | -9% |
| O=C(c1ccc(N2CC3CC(C2)[C@H]2CCCC(=O)N2C3)nc1)N1CCc2ccccc2C1 (stereo not given in full) | -18% |
| CCCC(=O)Nc1nnc(S(=O)(=O)N2CCCCCC2)s1 | 11% |
| COc1ccc(C(=O)N2CC[C@H](c3nnc(-c4ccccc4)o3)C2)cc1 | -17%[44.1 µM] |
| O=C(O)CCn1cnc2onc(-c3ccccc3Cl)c2c1=O | -18% |
| CC(=O)N1CCCC(c2nn(C)c(=O)n2C(C)C)C1 (stereo not given) | 35%[activator] |
| Cc1ccc(C(CC(=O)N2CCCCC2)c2cn(C)c3ccccc23)cc1 (stereo not given) | ? |
| CCOC(=O)CSc1nc2cc3c(cc2c(=O)n1CCCCCC(=O)NCc1ccc2c(c1)OCO2)OCO3 | i |
| COc1cc(NC(=O)Cn2c(=O)n(-c3ccccc3)c(=O)c3c4c(sc32)CCCC4)cc(OC)c1 | 38%[activator] |
| O=C(NCC1CC1)c1cn(C2CN(C(=O)NCC3CCCO3)C2)nn1 (stereo not given) | 48%[activator] |
| CCOc1ccccc1NC(=O)Cc1coc2c(C)c(C)ccc12 | 4% |
| Cc1ccc(C(=O)N2CCC(Oc3ncccc3C(=O)N3CCCCC3)C2)cc1F (stereo not given) | -2% |
| CCCNC(=O)c1nnn2cc(C)[nH]c(=O)c12 | 61%[activator] |
| COc1cccc(CC2(CO)CCCNC2)c1 (stereo not given) | -26% |
| CCOCCc1nn2c(=O)cc(COC(=O)c3cccc(C)c3)nc2s1 | 19%[5.79 µM] |
| CC1(c2cccnc2)N(Cc2ccccc2)C(=O)OC12CCN(C(=O)COc1ccccc1)CC2 (stereo not given) | 6.3µM* |
| O=C(COc1ccccc1)NC[C@H]1COCc2nc3cc(F)ccc3n21 | 0%[44.1 µM] |
| F[C@@H]1CN(Cc2cnc3ccccc3c2)C[C@@H]1OCc1nc2ccccc2[nH]1 | ? |
| CCc1ccc(S(=O)(=O)N2CCC(Oc3ncccc3C(=O)N(C)C)C2)cc1 (stereo not given) | i |
| O=C1NCC2(CCN(Cc3ccc(F)cc3)CC2)Oc2ccccc21 | -12% |

The list continues.
| SMILES | Pf Dd2 inh |
| --- | --- |
| O=C(COc1ccccc1F)OCc1cc(=O)n2nc(C3CCCCC3)sc2n1 | i |
| Cc1n[nH]c(C)c1C(N)C(=O)N1CCCN(CCCN2CCCC2)CC1 (stereo not given) | 22% |
| Cc1ccccc1CN1CCCN(CC(=O)Nc2ccc(F)cc2)S1(=O)=O | -19% |
| COc1ccc(Cl)cc1N(C)C(=O)c1cc2c(=O)oc3ccc(C)cc3c2s1 | 16% |
| COc1ccc(-n2nc(C(=O)N3CCCC(C)C3)c3c4ccccc4n(C)c3c2=O)cc1 (stereo not given) | ? |
| Cn1ncc(N2CCC(C(=O)NCC3CCN(Cc4cccc(F)c4)CC3)C2)cc1=O (stereo not given) | ? |
| CCCOc1ccc(-c2nc3ccc(Br)cc3c(=O)o2)cc1 | 33%[activator] |
| COc1ccc(CNC(=O)c2oc3c(c2C)-c2nn(Cc4ccccc4Cl)cc2CC3)cc1 | ? |
| Cc1cccc(-c2ccccc2C(=O)N2CCC3(CCCN(C)C3=O)C2)c1 (stereo not given) | -6% |
| Cc1cccc(Cn2c(=O)n(CCCCC(=O)NCc3ccc4c(c3)OCO4)c(=O)c3ccccc32)c1 | ? |
| CCOC(=O)C1(Cc2ccccc2C)CCCNC1 (stereo not given) | ? |
| CCC(=O)N1CCc2cc(S(=O)(=O)NC(Cc3ccccc3)C(=O)Nc3ccccc3C)ccc21 (stereo not given) | 7% |
| COCCC(=O)N1CC(COC)C2(CCNCC2)C1 (stereo not given) | 30% |
| COc1cccc(CC(=O)N2CCCC3(C2)NC(=O)N(Cc2ccccc2)C3=O)c1 (stereo not given) | -25% |
| NC(=O)CN1CCOC(Cc2cccc(C(F)(F)F)c2)C1 (stereo not given) | -4% |
| CCCc1cc(CNC(=O)c2ccc(N3CCCC(CNC(C)=O)C3)nc2)on1 (stereo not given) | -28% |
| CC[C@H]1CN2CC[C@H]1C[C@@H]2CNC(=O)c1ccccc1 | ? |
| CCOc1ccc(OCC)c(NC(=O)CN(C)S(=O)(=O)c2ccc3c(c2)CCCC(=O)N3)c1 | -16% |
| CCOC(=O)c1ccc(NC(=O)CSc2nc(-c3ccc(OC)cc3)cc(C(F)(F)F)c2C#N)cc1 | 30% |
| CN1C[C@@H](NC(=O)NC2CCCCC2)C[C@H]1c1nc(Cc2ccccc2)no1 | ? |
| COc1ccccc1N1CCN(C(=O)c2ccc(Nc3nc4ccccc4n4nnnc34)cc2)CC1 | 10µM* |
| CCCN(CCC)CCCNC(=O)C1CCC(CNS(=O)(=O)c2cccc3nsnc23)CC1 (stereo not given) | ? |
| CC(C)S(=O)(=O)N1CC(n2cc(C(=O)NCc3ccccc3)nn2)C1 | -27% |
| OC[C@H]1CCN(c2nnnn2-c2ccc(Oc3ccccc3)cc2)C[C@H]1O | 0% |
| COc1ccccc1C(=O)N1CCn2c(nn(-c3ccc(F)cc3F)c2=O)C1 | 1% |
| CCOc1ccc2c(n1)CCN(C(=O)c1ccc(C)s1)C2 | ? |
| O=C1CN(C(=O)c2ccc(S(=O)(=O)N3CCCC3)cc2)C(c2ccccc2)c2cc(Br)ccc2N1 (stereo not given) | ? |
| CCC(=O)N1CCc2cc(S(=O)(=O)CCC(=O)N3CCN(c4cccc(C)c4)C(C)C3)ccc21 (stereo not given) | -2% |
| Cc1ccc(-c2ccc3nnc(CNC(=O)c4cccc(C#N)c4)n3n2)cc1 | ? |
| Cc1cccc(C(C(=O)N(C)Cc2ccon2)N(C)C)c1 (stereo not given) | ? |

Additional results:
| SMILES | Pf Dd2 inh |
| --- | --- |
| COc1ccc(C(=O)N2C(C(=O)NCc3ccccc3)COC23CCN(C(=O)C(C)(C)C)CC3)cc1 (stereo not given) | ? |
| CCOC(=O)C1=CN(CC(=O)Nc2ccc(OCC)cc2)S(=O)(=O)N=C1C | i |
| O=C1CCN(C(=O)c2ccsc2)CCCOCCN1 | 23% |
| CCCN1C(=O)c2[nH]nc(-c3ccc(F)cc3)c2C1c1ccc(O)c(OCC)c1 (stereo not given) | i |
| COC(=O)CN1C(=O)[C@@H]2C[C@@H](O)CN2C2(CN(Cc3ccc(F)cc3)C2)C1=O | 15%[44.1 µM] |
| O=C(Cn1cccc1-c1nc(-c2ccccc2)no1)Nc1cccc(Cl)c1 | 2.5µM* |
| COc1cccc(OCc2nc3ccccc3n2Cc2ccccc2)c1 | 50%[activator][5.79 µM] |
| CC(=O)c1ccc(NC(=O)O[C@@H]2CO[C@H]3[C@@H]2OC[C@@H]3NC(=O)c2ccc(C)cc2)cc1 | -24%[44.1 µM] |
| COc1ccc(CNC(=O)c2ccc3c(c2)CCN3S(=O)(=O)c2ccc(Cl)cc2)cc1 | -4% |
| COc1cc(CNCCCO)ccc1OCC(O)CN1CCSCC1 (stereo not given) | -13% |
| CC(C)S(=O)(=O)N1CCC(Nc2cccnc2)C1 (stereo not given) | 25%[5.79 µM] |
| COc1ccc2c(CNCc3cccs3)c(C(=O)O)n(Cc3ccccc3C)c2c1 | ? |
| COCC1CN(C(C)=O)CC12CCN(C(=O)c1cc(Cl)ccc1OC)CC2 (stereo not given) | ? |
| COCCN1CCCC2(CCN(C(=O)C3(C)CCCCC3)C2)C1=O (stereo not given) | -3% |
| Cc1ccccc1NCc1nc2c(n1Cc1ccccc1)C(=O)N(CCOc1ccccc1)CCN2 | ? |
| Cc1ccc(C)c(N2CCN(C(=O)CN3C(=O)COc4ccc(S(=O)(=O)N5CCC(C)CC5)cc43)CC2)c1 | 3% |
| O=C(c1ccoc1)N1CCCC(c2nc(C3CCOCC3)no2)C1 (stereo not given) | 52%[activator] |
| COc1ccc(CNc2ncnc3onc(C)c23)cc1 | -14% |
| CCn1c(=O)c(C(=O)Nc2cc(OC)c(OC)c(OC)c2)nc2ccccc21 | -1% |
| COc1ccc(C(=O)N2CCN(Cc3ccc(=O)n(C)c3)CC2)cc1F | 5% |
| CCOc1ccc(CN(CCc2ccc3c(c2)OCO3)Cc2cccc(OC)c2)cc1 | -1% |
| CCc1ccc(CNc2ncnc3c2nc2n3CCCC2)cc1 | 10% |
| O=C(Cc1cccc(F)c1)N1CCC[C@H]1c1nc(-c2ccc(F)cc2)no1 | 30%[activator] |
| COc1cc(NC(=O)c2nn(-c3ccc(F)cc3)c(=O)n(C)c2=O)cc(OC)c1OC | i |
| CCOC(=O)c1sc(NC(=O)c2nc3ncccn3n2)c(C(=O)OC(C)C)c1C | ? |
| Cc1noc([C@@H]2CN(Cc3cc(Cl)ccc3F)C[C@H]2CO)n1 | -12% |
| COCCCNC(=O)c1[nH]c2cc(OC)ccc2c1Sc1ccc(C)cc1 | 25% |
| CC(=O)N1CCN(c2ncnc3c2CN(C2CCCNCC2)C(=O)CN3C)CC1 (stereo not given) | 21% |
| Cc1ccc(CCNC(=O)c2ccc(CSCc3ccccc3C)o2)cc1 | 18% |
| Cc1noc(C)c1S(=O)(=O)N1CCC2(CC1)CC(OCC1CC1)CCO2 (stereo not given) | 7% |

(continued)
| SMILES | Pf Dd2 inh |
| --- | --- |
| CC(=O)c1c(C)nn(CC(=O)N2CCC(c3cc(C(C)C)n[nH]3)CC2)c1C | 2% |
| COc1ccccc1-c1nccc2c(=O)cc(C3=CCOCC3)oc12 | -10%[44.1 µM] |
| O=C(N[C@@H]1CN(C(=O)Nc2ccc(F)cc2)CCC[C@H]1O)c1ccc(O)cc1 | -3%[44.1 µM] |
| O=S(=O)(c1ccc2c(c1)OCCO2)N1CCC2(CCNCC2)C1 | -4% |
| O=c1[nH]c(C2CCN(Cc3ccc(C(F)(F)F)cc3)CC2)nn1Cc1ccccc1 | i |
| CCN1C=C(C(=O)O)C(C)=NS1(=O)=O | -11% |
| COc1cccc(CNC(=O)c2ccc3c(c2)nnn3C2CCCC2)c1 | 8% |
| CCCC(=O)N1CCC(N2C(=O)C3(CCCCC3)C2c2ccncc2)CC1 (stereo not given) | ? |
| CN1CCN(C2CCOC3(CCN(S(=O)(=O)c4cn(C)cn4)CC3)C2)CC1 (stereo not given) | ? |
| COc1cc2c(cc1OCc1ccncc1)NC(=O)C21CCN(c2ccccn2)CC1 | i |
| CSc1nn(Cc2cccc(F)c2)c(N(C(C)=O)C(C)=O)c1S(=O)(=O)c1ccccc1 | 14% |
| O=C(c1ccccc1)N1CCC2(CC1)Cc1ccccc1NC2=O | i |
| CCN1CCN(C(=O)c2ccc3c(c2)N(Cc2cc(C)ccc2C)C(=O)c2ccccc2S3=O)CC1 (stereo not given) | ? |
| COCCN1C(=O)CS(=O)C12CCN(S(=O)(=O)c1ccc(F)cc1)CC2 (stereo not given) | 5% |
| CCc1ccccc1NC(=O)Cn1c(N2CCc3ccccc3C2)nc(C)cc1=O | ? |
| C[C@@]12CO[C@@H](COc3ccccc3)O[C@@H]1CC[C@]1(C)C2CC[C@@H](O)[C@H]1CC(=O)NCc1cc(F)cc(F)c1 (stereo not given in full) | -9% |
| Cc1ccccc1Cn1c(SCc2ccc(C(=O)NC(C)c3ccccc3)cc2)nc2ccncc21 (stereo not given) | 6.3µM* |
| CCC1CCCCN1C(=O)Cn1c(=O)n(CC2CCC(C(=O)NC)CC2)c(=O)c2sccc21 (stereo not given) | 7% |

13 structures out of the list, ordered by SMILES length, low to high.
| SMILES | Pf Dd2 inh |
| --- | --- |
| CCN1C=C(C(=O)O)C(C)=NS1(=O)=O | -11% |
| O=C(c1ccccc1)N1CCC2(CC1)Cc1ccccc1NC2=O | i |
| COc1ccccc1-c1nccc2c(=O)cc(C3=CCOCC3)oc12 | -10%[44.1 µM] |
| O=S(=O)(c1ccc2c(c1)OCCO2)N1CCC2(CCNCC2)C1 | -4% |
| CCCC(=O)N1CCC(N2C(=O)C3(CCCCC3)C2c2ccncc2)CC1 (stereo not given) | ? |
| CCc1ccccc1NC(=O)Cn1c(N2CCc3ccccc3C2)nc(C)cc1=O | ? |
| COc1cc2c(cc1OCc1ccncc1)NC(=O)C21CCN(c2ccccn2)CC1 | i |
| CN1CCN(C2CCOC3(CCN(S(=O)(=O)c4cn(C)cn4)CC3)C2)CC1 (stereo not given) | ? |
| CC(=O)c1c(C)nn(CC(=O)N2CCC(c3cc(C(C)C)n[nH]3)CC2)c1C | 2% |
| Cc1ccccc1Cn1c(SCc2ccc(C(=O)NC(C)c3ccccc3)cc2)nc2ccncc21 (stereo not given) | 6.3µM* |
| CSc1nn(Cc2cccc(F)c2)c(N(C(C)=O)C(C)=O)c1S(=O)(=O)c1ccccc1 | 14% |
| CCN1CCN(C(=O)c2ccc3c(c2)N(Cc2cc(C)ccc2C)C(=O)c2ccccc2S3=O)CC1 (stereo not given) | ? |
| C[C@@]12CO[C@@H](COc3ccccc3)O[C@@H]1CC[C@]1(C)C2CC[C@@H](O)[C@H]1CC(=O)NCc1cc(F)cc(F)c1 (stereo not given in full) | -9% |
